# BioA inh: BioA (M. tuberculosis) enzyme inhibition | purified M. tuberculosis BioA enzyme, plate reader | inhibition, % at 9.99 µM | 360,000 compounds, 0.096% hits; in the data active = inhibition above about 40%
# * marks the source's active call; other numbers are inactive results. An excerpt; count on the stated rates, not on these rows.
# Start of the data: the first six compounds (preview)
SMILES | BioA inh
C[C@@H]1CN([C@H](C)CO)C(=O)Cc2cc(NC(=O)CCC(F)(F)F)ccc2O[C@H]1CN(C)S(=O)(=O)c1ccc(F)cc1 | 0.1
C/C=C/c1cnc2c(c1)C(=O)N([C@@H](C)CO)C[C@@H](C)[C@H](CN(C)Cc1cccc(C(=O)O)c1)O2 | 0.3
CCC(=O)N(CC1CCC1)C[C@H]1[C@H](c2ccccc2)[C@@H](CO)N1C(C)=O | -2.1
CCCC(=O)Nc1ccc2c(c1)OC[C@H](C)N(S(=O)(=O)c1cn(C)cn1)C[C@@H](C)[C@@H](OC)CN(C)C2=O | -1.4
CCC(=O)N1C[C@H](C)[C@H](OC)CN(C)C(=O)c2cc(NC(=O)C3CC3)ccc2OC[C@H]1C | -2.2
CN1CCN(C(=O)C[C@@H]2CC[C@H]3[C@@H](COC[C@@H](O)CN3Cc3cccc(Cl)c3)O2)CC1 | 1.2

# The listing (from the top)
SMILES | BioA inh
C[C@@H]1CN([C@H](C)CO)C(=O)Cc2cc(NC(=O)CCC(F)(F)F)ccc2O[C@H]1CN(C)S(=O)(=O)c1ccc(F)cc1 | 0.1
C/C=C/c1cnc2c(c1)C(=O)N([C@@H](C)CO)C[C@@H](C)[C@H](CN(C)Cc1cccc(C(=O)O)c1)O2 | 0.3
CCC(=O)N(CC1CCC1)C[C@H]1[C@H](c2ccccc2)[C@@H](CO)N1C(C)=O | -2.1
CCCC(=O)Nc1ccc2c(c1)OC[C@H](C)N(S(=O)(=O)c1cn(C)cn1)C[C@@H](C)[C@@H](OC)CN(C)C2=O | -1.4
CCC(=O)N1C[C@H](C)[C@H](OC)CN(C)C(=O)c2cc(NC(=O)C3CC3)ccc2OC[C@H]1C | -2.2
CN1CCN(C(=O)C[C@@H]2CC[C@H]3[C@@H](COC[C@@H](O)CN3Cc3cccc(Cl)c3)O2)CC1 | 1.2
CCNC(=O)C[C@H]1CC[C@@H]2[C@H](COC[C@H](O)CN2Cc2ccc(Cl)c(Cl)c2)O1 | -2.9
C[C@H](CO)N1C[C@H](C)[C@H](CN(C)C(=O)Cc2ccccc2)Oc2cc(C#CC3(O)CCCC3)ccc2S1(=O)=O | 5.1
C[C@@H]1CN([C@@H](C)CO)C(=O)c2cccc(NC(=O)c3ccncc3)c2O[C@@H]1CN(C)Cc1ccc(Cl)c(Cl)c1 | -2.6
C[C@@H]1CCCCO[C@@H](CN(C)Cc2ccccc2)[C@H](C)CN([C@H](C)CO)C(=O)c2cc(NC(=O)CCCN(C)C)ccc2O1 | -3.2

# The list goes on.
SMILES | BioA inh
COCC(=O)N(C)C[C@@H]1Oc2ncc(-c3ccccc3F)cc2C(=O)N([C@H](C)CO)C[C@H]1C | 4.3
C[C@H](CO)N1C[C@H](C)[C@H](CN(C)S(C)(=O)=O)Oc2ncc(C#CCN(C)C)cc2C1=O | -1.9
COc1ccccc1-c1cn(CC[C@H]2CC[C@H](NC(=O)c3ccccc3F)[C@@H](CO)O2)nn1 | 2.6
C[C@@H]1CN([C@@H](C)CO)S(=O)(=O)c2ccc(C#CCN(C)C)cc2O[C@@H]1CN(C)Cc1ccccc1F | 1.5
Cc1ccc(S(=O)(=O)Nc2ccc3c(c2)C(=O)N([C@H](C)CO)C[C@H](C)[C@H](CN(C)C(=O)Nc2cccc4ccccc24)O3)cc1 | -1.1
C[C@@H]1CN([C@H](C)CO)C(=O)Cc2cc(NC(=O)Nc3ccc(F)cc3)ccc2O[C@H]1CN(C)Cc1ccc(Oc2ccccc2)cc1 | -1.9
COc1ccccc1-c1cnc2c(c1)C(=O)N([C@@H](C)CO)C[C@@H](C)[C@H](CN(C)C(=O)CC1CC1)O2 | -2.5
Cc1ccc(S(=O)(=O)N(C)C[C@@H]2Oc3ccc(NC(=O)c4ccncc4)cc3CC(=O)N([C@@H](C)CO)C[C@H]2C)cc1 | -0.5
O=C(NCC[C@H]1CC[C@@H](NC(=O)c2cccnc2)[C@H](CO)O1)Nc1ccc(Cl)cc1 | 18
CO[C@H]1CN(C)C(=O)c2cc(NS(=O)(=O)c3cn(C)cn3)ccc2OC[C@H](C)N(Cc2cccc(F)c2)C[C@@H]1C | 7.4

# Other entries:
SMILES | BioA inh
C[C@@H]1CCCCO[C@@H](CN(C)C)[C@@H](C)CN([C@@H](C)CO)C(=O)c2cc(NC(=O)Nc3ccc(F)cc3)ccc2O1 | -2.0
CO[C@H](CN(C)S(=O)(=O)c1ccc(C)cc1)[C@H](C)CN([C@H](C)CO)S(=O)(=O)c1cccc(Cl)c1 | 1.9
COc1ccc(CN(C)C[C@H]2Oc3c(NS(=O)(=O)c4ccc(F)cc4)cccc3C(=O)N([C@H](C)CO)C[C@H]2C)cc1 | 5.3
COc1ccc(NC(=O)Nc2ccc3c(c2)CC(=O)N([C@H](C)CO)C[C@H](C)[C@@H](CN(C)S(C)(=O)=O)O3)cc1 | -1.1
O=C(NCC[C@@H]1CC[C@H](NC(=O)c2cccnc2)[C@@H](CO)O1)Nc1ccc(F)cc1 | 4.4
C[C@@H]1CN([C@@H](C)CO)C(=O)c2cc(NC(=O)Nc3cccc4ccccc34)ccc2O[C@@H](C)CCCCO[C@@H]1CN(C)C(=O)CCCN(C)C | 0.1
Cc1cccc(S(=O)(=O)N2CCCCN3[C@H](CO)[C@@H](c4ccc(-c5ccccc5)cc4)[C@H]3C2)c1 | 3.5
O=C(C[C@H]1C=C[C@@H](NC(=O)C2CCC2)[C@@H](CO)O1)Nc1nccs1 | -1.7
CNC(=O)C[C@@H]1CC[C@H]2[C@@H](COC[C@@H](O)CN2Cc2ccccc2F)O1 | 0.3
C[C@H](O)C#Cc1ccc2c(c1)O[C@@H](CN(C)Cc1cccnc1)[C@@H](C)CN([C@@H](C)CO)S2(=O)=O | 2.6

# Next section.
SMILES | BioA inh
COc1ccccc1NC(=O)N[C@@H]1CC[C@@H](CCNS(=O)(=O)c2ccccc2)O[C@H]1CO | 0.6
CCNC(=O)[C@@H]1[C@@H](CO)[C@@H]2Cn3c(ccc(-c4ccccc4)c3=O)[C@@H]2N1Cc1cc(F)ccc1F | 8.0
C[C@H](NC(=O)C[C@@H]1CC[C@H](NC(=O)C2CCC2)[C@H](CO)O1)c1ccccc1 | 0.1
Cc1ccc(S(=O)(=O)Nc2ccc3c(c2)CC(=O)N([C@H](C)CO)C[C@@H](C)[C@H](CN(C)S(=O)(=O)c2ccc(Cl)cc2)O3)cc1 | -1.2
CN1C(=O)c2cc(NC(=O)c3cnccn3)ccc2OC[C@H]2O[C@H](CC(=O)N[C@H]3CCN(Cc4ccccc4)C3)CC[C@@H]21 | -2.3
Cc1noc(C)c1S(=O)(=O)Nc1ccc2c(c1)C(=O)N([C@@H](C)CO)C[C@@H](C)[C@@H](CN(C)S(=O)(=O)c1cn(C)cn1)OCCCC[C@@H](C)O2 | 1.4
C/C=C/c1ccc([C@H]2[C@@H](CO)N(Cc3ccccn3)[C@H]2CNC(C)=O)cc1 | 18
C[C@H](CO)N1C[C@H](C)[C@H](CN(C)Cc2ccc(Cl)c(Cl)c2)Oc2c(NS(=O)(=O)c3ccc(Cl)cc3)cccc2C1=O | -1.4
CCNC(=O)C[C@H]1CC[C@@H]2[C@H](COc3ccc(NC(=O)NC(C)C)cc3C(=O)N2C)O1 | 0.3
CO[C@@H]1CN(C)C(=O)c2ccc(NS(=O)(=O)c3ccc(Cl)cc3)cc2OC[C@@H](C)NC[C@@H]1C | -2.6

# The listing continues:
SMILES | BioA inh
O=C(C[C@H]1CC[C@@H]2[C@H](COC[C@H](O)CN2Cc2ccncc2)O1)NCC1CC1 | -2.3
CO[C@@H]1CN(C)C(=O)c2ccc(NC(=O)c3ccccc3)cc2OC[C@@H](C)NC[C@@H]1C | -1.4
CCCNC(=O)N[C@@H]1CC[C@H](CC(=O)N2CCN(C)CC2)O[C@@H]1CO | -1.4
COc1ccc(S(=O)(=O)Nc2ccc3c(c2)C(=O)N([C@@H](C)CO)C[C@@H](C)[C@@H](CN(C)S(=O)(=O)c2ccc(C)cc2)OCCCC[C@@H](C)O3)cc1 | -3.3
C[C@H](CO)N1C[C@H](C)[C@H](CN(C)C)Oc2ccc(NC(=O)NC3CCCCC3)cc2CC1=O | -3.3
CC(=O)N(C)C[C@@H]1Oc2cc(-c3cncnc3)ccc2S(=O)(=O)N([C@@H](C)CO)C[C@H]1C | 0.5
C[C@@H]1CN([C@H](C)CO)C(=O)CCCn2cc(nn2)CO[C@@H]1CN(C)C(=O)Nc1ccc(N2CCCCC2)cc1 | -1.6
CCCN1[C@@H]2Cn3c(ccc(-c4cccc(OC)c4)c3=O)[C@H]1[C@@H](C(=O)NCC)[C@@H]2CO | -1.0
COCC(=O)Nc1ccc2c(c1)C(=O)N(C)[C@H]1CC[C@@H](CC(=O)NCCCN(C)C)O[C@@H]1CO2 | 1.3
CN1CCN(C(=O)C[C@H]2CC[C@H](NS(=O)(=O)c3cccc(F)c3)[C@H](CO)O2)CC1 | -4.8

# Continuation.
SMILES | BioA inh
COc1ccc(S(=O)(=O)N(C)C[C@@H]2Oc3ncc(C#CC4(O)CCCC4)cc3C(=O)N([C@@H](C)CO)C[C@H]2C)cc1 | 0.5
C[C@H]1CN([C@@H](C)CO)C(=O)c2cccc(NS(=O)(=O)c3ccc(F)cc3)c2O[C@H]1CN(C)C(=O)Nc1ccc2c(c1)OCO2 | -0.3
CNC[C@H]1Oc2c(NC(=O)c3ccc(-c4nccs4)cc3)cccc2C(=O)N([C@H](C)CO)C[C@@H]1C | 0.0
C[C@H]1CN([C@@H](C)CO)C(=O)c2cc(Br)cnc2O[C@@H]1CN(C)Cc1ccccc1 | 4.0
COc1ccc(CN(C)C[C@@H]2OCCCC[C@@H](C)Oc3ccc(NC(=O)Nc4ccc5c(c4)OCO5)cc3C(=O)N([C@H](C)CO)C[C@@H]2C)cc1 | -0.3
O=C(c1ccccc1)N1C[C@H]2[C@@H](c3ccccc31)[C@H](CO)N2Cc1ccccc1F | -4.8
COc1ccc(CN2C[C@H](C)[C@@H](OC)CN(C)C(=O)c3cc(NC(=O)c4nc5ccccc5s4)ccc3OC[C@H]2C)cc1 | 4.0
C[C@@H]1CN([C@@H](C)CO)C(=O)c2cc(N(C)C)ccc2O[C@@H]1CN(C)Cc1ccc(C(=O)O)cc1 | -1.1
CC(=O)N[C@H]1CC[C@H](CC(=O)NCC2CCCCC2)O[C@H]1CO | -0.7
CC(=O)N(C)C[C@H]1Oc2ncc(/C=C/c3ccccc3)cc2C(=O)N([C@@H](C)CO)C[C@@H]1C | 0.9

# Going on with the list:
SMILES | BioA inh
CC(=O)NC[C@H]1[C@H](c2ccc(C3=CCCC3)cc2)[C@@H](CO)N1C(=O)NC(C)C | -1.8
C[C@H](CO)N1C[C@H](C)[C@H](CN(C)S(=O)(=O)c2ccc(Cl)cc2)Oc2ccc(NC(=O)Nc3ccccc3)cc2CC1=O | 0.4
Cc1cccc(-c2ccc([C@H]3[C@@H](CO)N4CCCCN(Cc5cccnc5)C[C@H]34)cc2)c1 | -1.9
COc1cccc(S(=O)(=O)N[C@H]2C=C[C@H](CC(=O)NCc3ccc(F)cc3)O[C@H]2CO)c1 | 2.7
Cc1noc(C)c1NC(=O)N1C[C@H](O)COC[C@@H]2O[C@@H](CC(=O)NCC3CCCCC3)CC[C@H]21 | -1.1
C[C@H]1CN([C@@H](C)CO)C(=O)c2cc(-c3cccc(C(=O)N(C)C)c3)cnc2O[C@@H]1CN(C)S(=O)(=O)c1ccc(F)cc1 | -0.5
C[C@H]1CN([C@@H](C)CO)C(=O)c2cc(C3=CCCCC3)cnc2O[C@@H]1CN(C)Cc1cccc(F)c1 | 1.5
CCCNC(=O)Nc1ccc2c(c1)OC[C@@H](C)N(C)C[C@H](C)[C@@H](OC)CN(C)C2=O | 0.0
CCCC(=O)Nc1ccc2c(c1)OC[C@@H](C)N(Cc1nccs1)C[C@@H](C)[C@H](OC)CN(C)C2=O | -0.8
CN(C)CC(=O)N1[C@@H](C#N)[C@@H](c2ccc(-c3cccc(C(=O)N(C)C)c3)cc2)[C@@H]1CO | -3.4

# A second format for two compounds above:
> CC(=O)NC[C@H]1[C@H](c2ccc(C3=CCCC3)cc2)[C@@H](CO)N1C(=O)NC(C)C
  BioA inh = -1.8
> CCCC(=O)Nc1ccc2c(c1)OC[C@@H](C)N(Cc1nccs1)C[C@@H](C)[C@H](OC)CN(C)C2=O
  BioA inh = -0.8

# The list goes on:
SMILES | BioA inh
OC[C@@H]1[C@H]2c3ccccc3NC[C@H]2N1CC1CCOCC1 | 0.5
O=C(C[C@H]1CC[C@@H]2[C@H](COC[C@@H](O)CN2S(=O)(=O)c2ccc(Cl)cc2)O1)N[C@H]1CCN(Cc2ccccc2)C1 | -1.6
Cc1ccccc1NC(=O)Nc1ccc2c(c1)C(=O)N(C)[C@@H]1CC[C@H](CC(=O)NCC3CC3)O[C@H]1CO2 | -1.7
C[C@@H]1CN([C@H](C)CO)S(=O)(=O)c2ccc(-c3ccccc3F)cc2O[C@H]1CN(C)Cc1cccnc1 | 0.8
C[C@H](CO)N1C[C@H](C)[C@H](CN(C)S(=O)(=O)c2ccc(Cl)cc2)Oc2ccc(NC(=O)c3ccncc3)cc2C1=O | 1.4
Cc1ccccc1S(=O)(=O)N1C[C@@H](O)COC[C@@H]2O[C@H](CC(=O)N3CCOCC3)CC[C@H]21 | -0.7
CCCNC(=O)N(C)C[C@@H]1Oc2cc(C#CCN(C)C)ccc2S(=O)(=O)N([C@@H](C)CO)C[C@@H]1C | 9.5
Cc1noc(C)c1NC(=O)N(C)C[C@H]1Oc2ccc(NS(=O)(=O)c3ccccc3)cc2C(=O)N([C@H](C)CO)C[C@H]1C | -1.9
O=C(Nc1ccccc1F)N1CCCCN2[C@H](CO)[C@H](c3ccc(C#Cc4cccnc4)cc3)[C@H]2C1 | 1.3
C[C@@H]1CN([C@@H](C)CO)C(=O)c2cc(-c3cccnc3)cnc2O[C@H]1CN(C)Cc1ccc(-c2ccccc2)cc1 | -2.2
C[C@@H]1CN([C@@H](C)CO)C(=O)c2cccc(NC(=O)Nc3ccc(C(F)(F)F)cc3)c2O[C@@H]1CN(C)CC1CCCCC1 | 1.4
C[C@@H]1CN([C@H](C)CO)C(=O)c2cc(NC(=O)Nc3ccc(F)cc3)ccc2O[C@@H]1CN(C)S(=O)(=O)c1ccccc1 | -3.7
CCCNC(=O)Nc1ccc2c(c1)C(=O)N(C)C[C@H](OC)[C@@H](C)CN(C(=O)CC)[C@H](C)CO2 | -0.8
